High-throughput results as filed in PubChem.
OXTR ag – human OXTR agonism; 0.32% of 320,000 active; activation, % at 3 µM; CHO-OTR cells, Fluo-8 calcium fluorescence; normalized: DMSO 0%, oxytocin 100%; P30559;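 active means activation above the mean of all tested compounds plus 3 SD, cutoff set per screening run, cut at about 20% in these data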;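 further: peak over basal fluorescence ratio from a 100 s FLIPR kinetic read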
Target sequence (P30559 whole entry, looked up): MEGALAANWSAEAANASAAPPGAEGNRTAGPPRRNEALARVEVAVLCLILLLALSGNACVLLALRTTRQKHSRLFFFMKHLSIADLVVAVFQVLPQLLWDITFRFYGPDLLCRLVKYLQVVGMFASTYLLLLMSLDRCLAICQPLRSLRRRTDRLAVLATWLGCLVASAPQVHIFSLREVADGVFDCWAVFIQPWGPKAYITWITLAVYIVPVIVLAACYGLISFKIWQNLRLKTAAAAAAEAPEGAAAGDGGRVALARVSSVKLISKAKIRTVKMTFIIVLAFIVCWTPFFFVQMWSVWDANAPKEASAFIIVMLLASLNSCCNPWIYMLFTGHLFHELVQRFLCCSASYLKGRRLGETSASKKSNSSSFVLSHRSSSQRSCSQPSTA
TAAR1 ag – human TAAR1 agonism; CHO RD-HGA16 TAAR1, Fluo-8 calcium fluorescence; vehicle wells 0%, saturating PEA agonist 100%; activation, % at 3 µM; Q96RJ0; 0.99% of 360,000 active; AID 624467;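 active means activation above the mean activation of all test compounds in the run plus 3 SD, cut at about 38% in these data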
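Assay system: CHO-derived RD-HGA16 cells with stable Gα16 and human TAAR1; timing: 17-24 h seeding, 75 min 37 °C dye, 30 min RT; read-out: % activation from peak over basal fluorescence ratio, DMSO-to-PEA scaled; measured by: kinetic Fluo-8 calcium fluorescence; benchmarks: low control DMSO, high control PEA (EC100); doses: 3 µM single concentration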
CHRM1 antagonist – blocks human M1 muscarinic receptor; CHO-K1 hM1, Fluo-8 calcium fluorescence, ACh EC80 antagonist; inhibition, % at 3 µM; 1.3% of 360,000 active; AID 588852;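 active means percent inhibition above its own plate's cutoff, namely the mean of that plate's compound wells plus 3 SD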;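 further: peak over basal fluorescence ratio during 140 s after agonist addition; 0% = ACh EC80 plus DMSO and 100% = DMSO alone without agonist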
Target sequence (P11229 whole entry, looked up): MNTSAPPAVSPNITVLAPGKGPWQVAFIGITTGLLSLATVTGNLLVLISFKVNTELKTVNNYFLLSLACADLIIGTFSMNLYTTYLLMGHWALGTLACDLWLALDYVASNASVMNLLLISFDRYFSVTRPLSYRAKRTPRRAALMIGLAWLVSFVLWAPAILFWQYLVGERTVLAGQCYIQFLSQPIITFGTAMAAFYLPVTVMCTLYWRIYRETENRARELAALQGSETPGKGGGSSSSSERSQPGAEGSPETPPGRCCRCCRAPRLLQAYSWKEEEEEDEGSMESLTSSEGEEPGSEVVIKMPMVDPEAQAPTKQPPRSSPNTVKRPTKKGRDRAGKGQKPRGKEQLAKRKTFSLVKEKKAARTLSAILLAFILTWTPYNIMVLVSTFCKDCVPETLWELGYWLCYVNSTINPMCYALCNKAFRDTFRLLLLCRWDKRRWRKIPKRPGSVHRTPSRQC
V1R ag counter – V1a receptor agonism, counter-screen for OXTR agonists. 0.25% of 320,000 active. AID 2797. activation, % at 3 µM. CHO-V1R cells, Fluo-8 calcium fluorescence, agonist mode; 0% DMSO, 100% 3 nM vasopressin. P37288;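 active means activation above the mean activation of all tested compounds plus 3 SD, per screening run, cut at about 20% in these data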;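 further: signal is peak over basal fluorescence ratio across a 100 second FLIPR read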
CHRM1 agonist – activates human CHRM1 receptor; CHO-K1 hM1, Fluo-8 calcium fluorescence, agonist mode; 0% DMSO, 100% acetylcholine EC100; activation, % at 3 µM; 0.33% of 360,000 active; AID 588814;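 active means activation above the run's mean compound activation plus 3 SD, cut at about 16% in these data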;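 further: peak over basal fluorescence ratio within a 140 s kinetic read after compound addition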
CHO parental Ca – signal in parental CHO cells, OX1R antagonist counter-screen. parental CHO-K1, ATP-induced calcium, Fluo-8 fluorescence. inhibition, % at 5.6 µM. 0.63% of 330,000 active;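 active means inhibition above that plate's mean sample inhibition plus 3 SD, cut at about 26% in these data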;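 further: 0% = ATP-challenged DMSO wells and 100% = DMSO wells without ATP; some compounds past the cut are filed as inactive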
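Assay system: parental CHO cells; Read-out basis: percent inhibition of ATP-evoked calcium rise, normalized to controls; Benchmarks: ATP and no-ATP DMSO wells; Compound dosing: single nominal dose of 5.6 µM per compound; Signal: Fluo-8 calcium dye fluorescence; Also added: ATP as calcium-mobilizing challenge; Repeats: singlicate.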
TAAR1 antagonist – antagonists of human TAAR1 | Q96RJ0 | CHO RD-HGA16 TAAR1, Fluo-8 calcium fluorescence, antagonist | inhibition, % at 3 µM | 1.5% of 360,000 active | AID 624466;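 active means inhibition above a per-plate cutoff, the mean inhibition of test compounds on that plate plus 3 SD, cut at about 49% in these data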;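 further: 0% = DMSO plus EC80 beta-PEA response and 100% = DMSO alone without agonist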
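Test system: hTAAR1-expressing CHO RD-HGA16 cells, Gα16-coupled; Probe or stimulus: EC80 β-phenethylamine stimulus; Compound dosing: single nominal final test compound concentration of 3 µM; Timing: 140 s kinetic read after compound, 140 s after agonist; Signal: Fluo-8 calcium-sensitive fluorescence; Measure: % inhibition of agonist calcium response; Controls: DMSO and EC80 PEA controls.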
OXTR potentiate – potentiates the human oxytocin receptor response | P30559 | CHO-OTR cells, Fluo-8 calcium fluorescence, potentiator mode; 0% = oxytocin EC15, 100% = EC100 | activation, % at 3 µM | 0.061% of 320,000 active | AID 2445;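 active means activation above that plate's cutoff, the mean activation of tested compounds plus 3 SD, cut at about 6.6% in these data, passing the limit was not always enough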;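 further: 100% uses oxytocin at 75 nM as the full agonist control; some results filed as inactive read as strong as hits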
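Assay system: CHO cell line stably expressing human OTR. Reagent: EC15 oxytocin agonist. Dosing: single dose, 3.0 µM nominal final compound concentration. Timing: compound 6 min at room temperature before oxytocin, 100 s read. Signal: kinetic Fluo-8 calcium fluorescence. Controls: oxytocin EC15 low and EC100 high.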
M1 PAM – human CHRM1 positive allosteric modulation. CHO-K1 hM1, Fluo-8 calcium fluorescence, ACh EC20; 0% = ACh EC20, 100% = maximal ACh. activation, % at 3 µM. 0.088% of 360,000 active; in the data active means activation above about 19%, passing the limit was not always enough
* = called active by the depositor; nt = no result given.

SMILES	OXTR ag	TAAR1 ag	CHRM1 antagonist	V1R ag counter	CHRM1 agonist	CHO parental Ca	TAAR1 antagonist	OXTR potentiate	M1 PAM
CCCNC(=O)CCc1c(C)nc2nc(-c3cc(OC)cc(OC)c3)nn2c1C	-2.5	0	-4	0.2	-2	-12	9	-8	5
Cc1ccc(Oc2ncccc2/C=N/OCc2ccc(Cl)cc2Cl)cc1	0.6	7	-1	1.0	-3	-6	-9	-12	1
COc1ccc(OC)c(C=NNC(=O)c2ccccc2NS(=O)(=O)c2cccs2)c1	6.7	13	7	5.4	1	1	11	-11	-4
Cc1ccc(NC(=O)CCN2CCN(CCO)CC2)cc1	nt	6	-16	nt	-1	nt	-7	nt	12
COC(=O)C1=C(C)N(Cc2ccccc2)C(=NCc2ccccc2)N[C@H]1c1cccc(F)c1	20*	15	4	8.7	-2	14	22	-10	0
COC(=O)COc1nsnc1N1CCOCC1	1.1	17	-3	0.3	-5	-5	-5	3	-1
COc1cc(/C=C2/NC(=O)N(Cc3ccccc3F)C2=O)ccc1O	3.4	6	-2	3.4	-4	-14	-5	-13	10
COC(=O)C(O)(CC(=O)Nc1cccc(SC)c1)C(F)(F)F (configuration not stated)	5.5	11	-8	0.3	-7	-3	6	-3	6
CCOC(=O)N1CCN(CC(O)COc2ccc(C)cc2C(C)(C)C)CC1 (configuration not stated)	-2.1	10	9	1.8	-8	-27	-9	-6	-6
CC1=[N+]([O-])C(N2CCOCC2)C(O)(c2ccccc2)C1 (configuration not stated)	0.1	3	-6	0.5	-3	-2	-10	-6	5
CCOc1ccccc1C(=O)N[C@H](C(=O)Nc1cc(S(=O)(=O)N(C)C)ccc1OC)C(C)C	-1.2	2	-1	-0.2	-1	-17	-17	-10	10
COc1ccc2c(c1)c(C(=O)O)c(C)n2-c1ccccc1	-0.5	-1	-11	-0.3	-2	6	18	-3	11
CN(CCO)C(=O)C1CCN(c2ncc(C(F)(F)F)cc2Cl)CC1	0.6	10	4	3.6	-5	10	-9	-12	0
Cc1ccc(SCC(=O)OCC(=O)N(CC(C)C)c2c(N)n(Cc3ccccc3)c(=O)[nH]c2=O)cc1C	-0.3	2	-15	0.4	-1	-21	5	-15	16
CCOc1ccc(Nc2nc(NCCN3CCOCC3)nc(OC)n2)cc1	-2.3	6	3	-1.0	-5	-9	8	0	0

The last six entries of the section above lead into the next.
SMILES	OXTR ag	TAAR1 ag	CHRM1 antagonist	V1R ag counter	CHRM1 agonist	CHO parental Ca	TAAR1 antagonist	OXTR potentiate	M1 PAM
CC1=[N+]([O-])C(N2CCOCC2)C(O)(c2ccccc2)C1 (configuration not stated)	0.1	3	-6	0.5	-3	-2	-10	-6	5
CCOc1ccccc1C(=O)N[C@H](C(=O)Nc1cc(S(=O)(=O)N(C)C)ccc1OC)C(C)C	-1.2	2	-1	-0.2	-1	-17	-17	-10	10
COc1ccc2c(c1)c(C(=O)O)c(C)n2-c1ccccc1	-0.5	-1	-11	-0.3	-2	6	18	-3	11
CN(CCO)C(=O)C1CCN(c2ncc(C(F)(F)F)cc2Cl)CC1	0.6	10	4	3.6	-5	10	-9	-12	0
Cc1ccc(SCC(=O)OCC(=O)N(CC(C)C)c2c(N)n(Cc3ccccc3)c(=O)[nH]c2=O)cc1C	-0.3	2	-15	0.4	-1	-21	5	-15	16
CCOc1ccc(Nc2nc(NCCN3CCOCC3)nc(OC)n2)cc1	-2.3	6	3	-1.0	-5	-9	8	0	0
C(=Cc1c[nH]c2ccccc12)c1ccc2ccccc2n1	nt	4	2	nt	5	nt	3	nt	-5
Cc1ccc2oc3c(SCc4nc5ccccc5[nH]4)nc(C)nc3c2c1	0.5	3	6	2.0	-10	-24	46	-1	-11
Cc1ccc(CNC(=S)NCc2ccncc2)cc1	3.6	16	15	7.1	-1	5	18	-13	6
O=C(CSc1ccccn1)Nc1ccc2c(c1)C(=O)c1ccccc1C2=O	-1.1	6	-1	0.1	-3	-12	-1	-1	12
Cc1nc(CS(=O)(=O)c2ccc(Cl)cc2)cc(Sc2ccccc2Cl)n1	0.3	11	-3	1.0	-1	-16	16	-10	7
Cc1nn(Cc2ccccc2)c(C)c1NC(=O)c1cc(-c2ccc3c(c2)OCO3)on1	1.4	5	1	-0.2	-1	-8	-8	4	0
C[C@H](CO)N1C[C@H](C)[C@@H](CN(C)C(=O)c2cc(-c3ccccc3)on2)OCc2cnnn2CCCC1=O	nt	-1	-14	nt	-9	nt	-6	nt	8
CC1=C(C(=O)N2CCOCC2)C(c2ccc(Br)cc2)NC(=S)N1c1ccccc1 (configuration not stated)	-0.5	9	11	-1.3	1	-26	1	-8	-3
CC(C)(C)NC(=O)c1ccc2nsnc2c1	-0.8	-1	5	0.5	-4	-5	6	-1	0
COc1ccc(CNC(=O)C2CCN(C(=O)c3csc(Nc4ccc(C)cc4)n3)CC2)cc1	1.7	10	5	6.5	0	-37	44	-13	-2
C=CCN(c1ccccc1OC)S(=O)(=O)c1cccc(C(=O)OC2CCOC2=O)c1 (configuration not stated)	1.9	1	3	1.2	-4	0	7	-7	0
CN1C(=O)c2cccc3c(N(C)C)ccc(c23)C1=O	23*	13	-4	23*	14	19	17	-20	3
O=C(CN1CCN(Cc2ccccc2F)C1=O)NCc1cccnc1	0.4	-1	24	1.5	-6	-5	-5	-3	-10
O/N=C1\CC2(Cc3nonc31)OCCO2	2.1	13	-14	1.5	-6	-6	-4	-4	5
O=S(=O)(c1ccc(SCc2ccc(Cl)cc2)nc1)N1CCCC1	2.4	4	7	2.7	-6	-19	-2	-13	-6

Fetched by compound from the list above (three):
SMILES	OXTR ag	TAAR1 ag	CHRM1 antagonist	V1R ag counter	CHRM1 agonist	CHO parental Ca	TAAR1 antagonist	OXTR potentiate	M1 PAM
Cc1ccc2oc3c(SCc4nc5ccccc5[nH]4)nc(C)nc3c2c1	0.5	3	6	2.0	-10	-24	46	-1	-11
CCOc1ccccc1C(=O)N[C@H](C(=O)Nc1cc(S(=O)(=O)N(C)C)ccc1OC)C(C)C	-1.2	2	-1	-0.2	-1	-17	-17	-10	10
Cc1ccc(Oc2ncccc2/C=N/OCc2ccc(Cl)cc2Cl)cc1	0.6	7	-1	1.0	-3	-6	-9	-12	1

Remaining list, next part:
SMILES	OXTR ag	TAAR1 ag	CHRM1 antagonist	V1R ag counter	CHRM1 agonist	CHO parental Ca	TAAR1 antagonist	OXTR potentiate	M1 PAM
CCN(Cc1cc(=O)n2ccsc2n1)c1cccc2ccccc12	-1.4	24	3	0.2	-8	-22	-20	-9	-2
O=C(Cc1ccccc1)c1nnc(-c2ccccc2)o1	-0.6	7	0	-0.4	-2	-24	-14	-4	6
O=C(CNC(=O)c1ccccc1)OCCOc1cccc(Cl)c1	-2.1	-1	-7	-1.4	-4	-14	-19	-12	6
O=S(=O)(c1ccc(F)cc1)N1CCCN(Cc2c(F)cccc2F)CC1	-1.6	0	1	-0.2	-7	-11	-4	-5	3
CCOc1ccc(CN2CCNC(=O)C2CC(=O)NCCC2=CCCCC2)cc1 (configuration not stated)	-2.0	22	7	-0.7	-6	-21	-4	-14	-5
Nc1ccn(C2CC(O)C(CO)O2)c(=O)n1 (configuration not stated)	-0.4	2	-18	-0.2	4	-3	-8	-8	-4
Cn1c(O)c(C2=c3ccccc3=NC2=O)sc1=Nc1ccc(Cl)cc1	-1.9	4	1	-1.5	-6	-17	-18	2	-1
COc1ccc(Cl)cc1NC(=O)CN(C)C(=O)c1ccc(N2CCCCCC2)c([N+](=O)[O-])c1	1.9	1	9	2.1	-2	1	20	-12	-6
CCCCOC(=O)Nc1ccc2c(C)cc(=O)oc2c1	-1.5	7	-8	-0.8	-4	-12	0	-5	6
C=CCc1cc(/C=C2/NC(=S)NC2=O)cc(OC)c1O	0.6	-1	-3	0.6	-1	0	9	-11	3
CCN(C[C@H]1N[C@@](C)(C(=O)OC)[C@H]2C(=O)N(C)C(=O)[C@@H]12)C(=O)c1ccc(C)cc1	0.7	1	-1	1.4	-2	0	-28	1	4
O=C(NCC1CC1)c1ccc2sc([C@H]3C[C@H](O)[C@@H](CO)O3)nc2c1	nt	9	-13	nt	-1	nt	-21	nt	7
Cc1ccc(OCCOCCOc2cccc3cccnc23)c(Br)c1	0.8	7	8	5.0	-4	7	-24	-11	0
Cc1ccc(NC(=O)C2CSC3(C)CCC(=O)N23)cc1S(=O)(=O)N1CCOCC1 (configuration not stated)	0.6	3	-14	0.5	-2	-15	-15	-10	11
CC(C)CNC(=O)C1(C)CCCN1C(=O)c1ccc2c(c1)CCO2 (configuration not stated)	nt	1	-1	nt	0	nt	-11	nt	3
COc1ccc(C2(c3ccc(OC(C)=O)cc3OC(C)=O)CC(c3ccccc3)NC(=S)N2)cc1 (configuration not stated)	-0.5	3	-1	0.1	-4	-18	9	-9	5
Cc1csc(NC(=O)C2CSC3(C)CCC(=O)N23)n1 (configuration not stated)	0.6	1	-20	0.5	-2	5	0	-8	14
Cc1c(/C=N/N=C2\CCC3C4CCc5cc(O)ccc5C4CCC23C)cnn1C (configuration not stated)	6.5	11	4	6.6	1	1	21	-15	4
CC1CCN(S(=O)(=O)c2ccc(NC(=S)NC(=O)c3ccc(Cl)cc3)cc2)CC1	0.2	11	-3	0.3	-4	1	4	-6	-2
O=C(CSc1nc2nn(-c3ccccc3)c(=O)c-2c2n1CCCCC2)Nc1ccccc1[N+](=O)[O-]	nt	1	-17	nt	-6	nt	-8	nt	3
COC(=O)c1sc(SC)c(S(=O)(=O)C(C)C)c1N	-0.7	0	-11	-0.8	-1	-9	-11	-4	3
O=C(NC1CCCCC1)C(c1ccc(F)cc1)N(CCc1ccccc1)C(=O)CN1C(=O)c2ccccc2S1(=O)=O (configuration not stated)	0.5	3	-9	-0.6	-4	-12	-15	-5	6
O=C(Nc1sc2c(c1C(=O)c1ccccc1)CCCC2)c1cccnc1	-1.2	7	-5	-0.3	-3	3	-17	-4	5
CCOc1ccc2c(c1)s/c(=N\S(=O)(=O)c1ccc(OC)cc1)n2C(F)F	0.7	1	2	0.5	-4	-3	42	-6	-1
CCOC(=O)Cn1c(=NC(=O)CN2C(=O)CCC2=O)sc2cc(S(N)(=O)=O)ccc21	1.4	0	-9	1.2	-5	-1	20	-2	6
Cc1ccc(-c2nc(N/N=C/c3cccc([N+](=O)[O-])c3)c3ccccc3n2)cc1	0.5	8	-2	0.4	-7	-16	15	-5	7
